PMI act – increases human mannose-6-phosphate isomerase activity. activation factor at 20 µM. 190,000 tested, 0.005% active. P34949. purified human PMI, coupled resazurin fluorescence, 20 min; hits give high values; 1 = vehicle control, 0 substrate-free wells;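 active = activation factor of 2 or more at 20 µM, relative to plate controls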
Target sequence (P34949 whole entry, looked up): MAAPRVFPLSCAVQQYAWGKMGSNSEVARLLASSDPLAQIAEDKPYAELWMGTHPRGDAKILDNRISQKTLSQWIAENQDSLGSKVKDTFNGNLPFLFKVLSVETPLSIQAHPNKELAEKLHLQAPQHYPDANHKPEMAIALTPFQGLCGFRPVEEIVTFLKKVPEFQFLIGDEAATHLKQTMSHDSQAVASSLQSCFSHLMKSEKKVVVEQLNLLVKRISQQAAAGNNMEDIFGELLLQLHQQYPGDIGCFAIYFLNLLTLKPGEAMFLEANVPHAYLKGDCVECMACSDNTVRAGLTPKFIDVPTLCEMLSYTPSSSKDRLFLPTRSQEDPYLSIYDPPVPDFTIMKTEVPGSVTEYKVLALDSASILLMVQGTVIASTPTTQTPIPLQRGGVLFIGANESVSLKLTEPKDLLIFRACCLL
TNAP inh no acc – inhibitors of human TNAP without phosphate acceptor | P05186 | purified TNAP, CDP-star luminescence, 30 min | inhibition, % at 20 µM | 200,000 tested, 0.26% active;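 active = tissue-nonspecific alkaline phosphatase inhibition above about 50% at 20 µM in the single-dose screen, limit read from the data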;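 note: 0% = DMSO negative control and 100% = EDTA positive control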
Target sequence (P05186 whole entry, looked up): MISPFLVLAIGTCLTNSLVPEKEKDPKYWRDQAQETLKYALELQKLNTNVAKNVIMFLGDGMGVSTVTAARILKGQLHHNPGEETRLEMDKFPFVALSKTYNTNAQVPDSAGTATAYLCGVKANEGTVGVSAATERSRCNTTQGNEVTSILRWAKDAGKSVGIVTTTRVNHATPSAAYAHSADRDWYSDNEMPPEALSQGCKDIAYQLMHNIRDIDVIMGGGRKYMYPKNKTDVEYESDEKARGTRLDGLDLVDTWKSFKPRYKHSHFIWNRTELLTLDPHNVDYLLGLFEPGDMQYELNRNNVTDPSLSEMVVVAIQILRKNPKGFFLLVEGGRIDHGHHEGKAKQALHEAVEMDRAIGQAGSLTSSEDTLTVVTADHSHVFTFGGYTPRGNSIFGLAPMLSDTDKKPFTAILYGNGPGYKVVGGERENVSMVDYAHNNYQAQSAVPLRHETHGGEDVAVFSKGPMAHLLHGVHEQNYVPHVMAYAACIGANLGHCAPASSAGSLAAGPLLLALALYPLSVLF
FLuc act counter – firefly luciferase counter-screen for stimulation assays. ATPlite luciferase biochemical, luminescence, 10 min; 0 = ATP-free wells, 1 = DMSO control. activation factor at 10 µM. P08659. AID 1027. 200,000 tested, under 10 active;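 active = luciferase activation factor, scaled between plate controls, of at least 2 with compound at 10 µM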
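System: Luciferase/luciferin detection reagent, cell-free biochemical luciferase assay | Medium: PBS buffer for ATP | Dosing: Test compounds dosed from 2 mM stocks in 100% DMSO | Timing: 10 min at ambient temperature | Signal: Luminescence measurement of luciferase light output | Evaluation: Luciferase activation, seen as luminescence increase over controls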
TNAP act hiacc – TNAP (human) activation, high acceptor; P05186; 200,000 tested, under 10 active; activation factor at 20 µM; purified TNAP, CDP-star luminescence, 1 M DEA, 30 min; hits give high values; 0 = EDTA background, 1 = DMSO-only activity; AID 1136;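 active = activation factor at least 2 at 20 µM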
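Dosing: 20 µM single point. System: human TNAP. Amount: TNAP 1/800 final. Incubation: 30 min, room temperature. Read-out: TNAP activation factor scaled between EDTA and DMSO control wells. Signal: luminescence from CDP-star hydrolysis. Medium: 1 M DEA, pH 9.8, Mg2+, Zn2+. Control set: EDTA negative control, DMSO positive control.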
PMI act hi M6P – increases human PMI activity with near-saturating mannose 6-phosphate; P34949; coupled PMI enzyme assay, resazurin fluorescence, 20 min; hits give high values; 1 = untreated enzyme, 0 = substrate-free blank; activation factor at 20 µM; 190,000 tested, 0.34% active; AID 1216;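 active = activation factor of 2 or more at 20 µM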
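Material: human phosphomannose isomerase with PGI, G6PDH, diaphorase coupling enzymes. Quantity: 15 ng/mL PMI. Medium: HEPES pH 7.4 buffer with MgCl2 and Tween-20. Reagent: Near-saturating mannose-6-phosphate, 1.0 mM. Compound: 20 µM single dose. Times: enzyme reaction with compound 20 min at room temperature. Detection: resorufin fluorescence at Ex 544/Em 590 nm.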
TNAP inh hi DEA – inhibitors of human TNAP at high phosphate acceptor concentration | P05186 | inhibition, % at 20 µM | purified TNAP, CDP-star luminescence, 1 M DEA | 200,000 tested, 0.03% active | AID 1135;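 active = over 50% inhibition of tissue-nonspecific alkaline phosphatase at 20 µM in the single-dose screen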;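 note: plate controls were DMSO wells for no effect and EDTA-quenched wells as full inhibition for full effect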
Diaph inh CS – counter-screen for diaphorase-based assays: diaphorase inhibitors and chemical oxidizers | diaphorase resazurin-to-resorufin fluorescence, NADH, 16 min; bacterial (C. kluyveri) enzyme, not human | 190,000 tested, 0.69% active | inhibition, % at 20 µM;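 active = primary screen inhibition at 20 µM above a set limit, cut at about 50% in these data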;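 note: plate controls were DMSO with full reaction for no effect and wells lacking NADH for full effect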
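System: Bacterial diaphorase enzyme (C. kluyveri) | Incubation: 16-min room-temperature incubation before reading | Benchmarks: No-NADH positive control and DMSO neutral control | Measured by: Resorufin fluorescence 544/590 nm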
G6PDH CS – inhibits Leuconostoc G6PDH, flagging false hits in G6PDH-based assays. inhibition, % at 5 µM. Purified L. mesenteroides G6PDH, diaphorase/resazurin coupled fluorescence, 45 min. AID 1020. 200,000 tested, 0.12% active; in the data active = inhibition above about 50%
Diaph act CS – counter-screen for diaphorase-based assays: diaphorase activators and chemical reducers | Diaphorase/resazurin coupled assay, resorufin fluorescence, 16 min; hits give high values; 1 = vehicle wells, 0 = NADH-free wells | activation factor at 20 µM | 190,000 tested, 0.005% active | AID 1229;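 active = diaphorase activity raised at least twofold by the compound at 20 µM; inactive = activation factor below 2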
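Test system: Clostridium kluyveri diaphorase, purified enzyme; input: enzyme 0.07 U/mL final; buffer or medium: 50 mM HEPES pH 7.4 with 4.542 mM MgCl2, 0.005% Tween 20; also added: 0.114 mM NADH and 0.1 mM resazurin, final amounts; schedule: 16 min enzyme reaction, ambient temperature; technique: fluorescence of resorufin, 544 nm excitation, 590 nm emission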
HMGR II inh – inhibitors of class II HMG-CoA reductase from Enterococcus faecalis. purified E. faecalis HMGR, NADPH absorbance 340 nm kinetic. inhibition, % at 10 µM. 190,000 tested, 0.41% active. AID 1066;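 active = inhibition above a set limit, the median over all tested compounds plus 3 SD, cut at about 9.5% in these data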;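 note: enzyme runs in reverse so mevalonate oxidation gives rising NADPH absorbance; 0% = complete reaction with DMSO and 100% = background rate lacking mevalonate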
Numbers without * were called inactive; . = no result given. Compounds as they come; about 1.7% have a hit in one of these screens.

SMILES	PMI act	TNAP inh no acc	FLuc act counter	TNAP act hiacc	PMI act hi M6P	TNAP inh hi DEA	Diaph inh CS	G6PDH CS	Diaph act CS	HMGR II inh
Cc1cccc(C)c1Nc1nnc(SC/C(O)=C(\C#N)c2nc3ccccc3[nH]2)s1	0.9	-13.4	1	1	0.8	0.9	27.7	-0.6	0.7	-7.9
N#C/C(=C\c1ccc(OC(=O)c2ccc(Cl)s2)cc1)c1nc2ccccc2[nH]1	0.7	-2.5	1	0.9	0.9	7.0	20.4	4.5	0.8	-2.9
COc1ccnc(Oc2ccc(C)cc2C)c1C#N	1	-5.4	1	1.1	1	-5.6	13.1	-1.6	0.9	-3.3
Cn1c(Oc2ccc(F)cc2)c(C=O)c2ccccc21	1	-10.1	1.1	1	1.1	-2.1	4.1	1.7	1	-2.2
Cc1nn(CC(=O)Nc2ccc(Cl)cn2)c(C)c1[N+](=O)[O-]	1.1	-11.5	1	1	1.1	-4.4	7.4	6.3	0.9	0.3
Cc1ccc2nsnc2c1NC(=O)COc1ccccc1	1.1	-6.2	1	1	1	1.0	-14.4	5.5	1.1	-0.6
CCOc1ccc(-c2n[nH]c(=S)o2)cc1	1.1	-12.0	0.6	1	1.1	-2.9	6.1	6.1	0.9	1.4
O=C(C1CCN(S(=O)(=O)c2cccs2)CC1)N1CCN(Cc2ccccc2)CC1	1.4	3.3	1.1	1	1.1	-4.5	0.5	3.3	1	-3.8
CCCc1cc(N2CCN(C(=O)c3ccco3)CC2)n2c(nc3ccccc32)c1C#N	0.9	-23.9	1.1	1.1	1	-10.5	19.8	9.5	0.8	-3.9
Cn1c(Cn2c(=O)sc3ccccc32)nnc1SCC(N)=O	1	-13.6	1.1	1.1	1	-5.5	8.8	-5.6	0.9	-5.3
Nc1nc(SCC(=O)NCCO)nc2sc3c(c12)CCCC3	0.9	-7.8	0.8	1	0.9	-2.6	15.4	1.8	0.8	-3.3
CCC(C)C(NC(=O)C(C)NC(=O)CNC(=O)OC(C)(C)C)C(N)=O (configuration not stated)	0.9	-4.5	1.1	1	0.9	-2.3	12.0	13.8	0.9	-2.5
O=C(c1ccc(Cl)cc1)C1CCCN(C(=O)c2csnn2)C1 (configuration not stated)	1	-10.7	1.1	1.1	1.1	-7.1	6.4	7.6	0.9	0.8
COc1cc(/C=C/C(=O)OCC(=O)Nc2sc3c(c2C#N)CCC(C)C3)ccc1OCC#N (configuration not stated)	0.9	11.3	1.1	0.7	1	28.6	12.8	3.8	0.9	2.0
C=CCNC(=O)/C(C#N)=C/c1ccccc1[N+](=O)[O-]	0.8	-10.5	1	1	0.8	-0.5	13.8	7.1	0.9	2.1
COc1ccc(N2C(=O)C(Cl)=C(N3CCCC(C)C3)C2=O)cc1 (configuration not stated)	0.9	-5.7	1	1	1	0.7	13.7	3.4	0.9	-7.5
COC(=O)c1ccc(/C=N/Nc2nc(-c3ccc(Cl)cc3Cl)cs2)cc1	1.1	-3.0	1	1	1.1	2.6	-1.8	2.6	1	-1.6
Cc1ccsc1C1C(C#N)=C(N)N(N(C)C)C2=C1C(=O)CCC2 (configuration not stated)	1	-12.0	1	1	0.8	-4.1	0.6	4.6	1	4.3
CCC(c1nnnn1C(C)(C)CC)N(CCCO)Cc1cc2cc(C)cc(C)c2[nH]c1=O (configuration not stated)	1	-8.2	1.1	1.1	1	-6.5	18.2	-0.1	0.8	-1.9
COC(=O)C1CCN(C(=O)c2c(-c3ccccc3Cl)noc2C)CC1	0.9	-12.2	1	1	0.9	-4.2	9.8	-6.8	0.9	-12.6
O=C(O)c1cc2c(cc1Cl)N1CCCCCC1=NS2(=O)=O	1	-8.7	1	1	1	-1.8	-0.3	6.0	1	-2.2
COc1ccc(C(C(=O)NC2CCCC2)N(CCN2CCOCC2)C(=O)c2ccc(OC)c(OC)c2)cc1 (configuration not stated)	1	-6.8	1	1	0.9	0.7	13.2	-2.4	0.9	-2.2
COc1ccc(C(=O)NCc2nnc(SCC(=O)N3CCC(C)CC3)o2)cc1	1.1	-12.3	1	1	1	-4.0	-6.5	-2.6	1.1	-2.2
COc1ccc(-n2cnnc2SCC(=O)Nc2cc(S(=O)(=O)N3CCCCC3)ccc2C)cc1	1	-4.1	1.1	1.1	1	-7.6	29.8	11.1	0.7	-0.7
CC(C)c1ccc(S(=O)(=O)c2ccc(NN)cc2)cc1	1.6	-10.6	1.1	1	2.2*	-4.2	14.7	7.8	0.9	-5.7

An excerpt of these results, with bars between the fields.
structure | PMI act | TNAP inh no acc | FLuc act counter | TNAP act hiacc | PMI act hi M6P | TNAP inh hi DEA | Diaph inh CS | G6PDH CS | Diaph act CS | HMGR II inh
Nc1nc(SCC(=O)NCCO)nc2sc3c(c12)CCCC3 | 0.9 | -7.8 | 0.8 | 1 | 0.9 | -2.6 | 15.4 | 1.8 | 0.8 | -3.3
COc1ccc(C(C(=O)NC2CCCC2)N(CCN2CCOCC2)C(=O)c2ccc(OC)c(OC)c2)cc1 (configuration not stated) | 1 | -6.8 | 1 | 1 | 0.9 | 0.7 | 13.2 | -2.4 | 0.9 | -2.2
CCOc1ccc(-c2n[nH]c(=S)o2)cc1 | 1.1 | -12.0 | 0.6 | 1 | 1.1 | -2.9 | 6.1 | 6.1 | 0.9 | 1.4
Cn1c(Oc2ccc(F)cc2)c(C=O)c2ccccc21 | 1 | -10.1 | 1.1 | 1 | 1.1 | -2.1 | 4.1 | 1.7 | 1 | -2.2
O=C(O)c1cc2c(cc1Cl)N1CCCCCC1=NS2(=O)=O | 1 | -8.7 | 1 | 1 | 1 | -1.8 | -0.3 | 6.0 | 1 | -2.2
Cc1cccc(C)c1Nc1nnc(SC/C(O)=C(\C#N)c2nc3ccccc3[nH]2)s1 | 0.9 | -13.4 | 1 | 1 | 0.8 | 0.9 | 27.7 | -0.6 | 0.7 | -7.9

Other structures follow:
SMILES	PMI act	TNAP inh no acc	FLuc act counter	TNAP act hiacc	PMI act hi M6P	TNAP inh hi DEA	Diaph inh CS	G6PDH CS	Diaph act CS	HMGR II inh
CC(C)C(=O)Nc1cccc(S(=O)(=O)c2cccc(NC(=O)C(C)C)c2)c1	1.1	-3.6	1.1	1	1.1	-1.8	6.9	8.2	0.9	-1.9
Cc1cc2ccccc2n1CCNC(=O)C1CCCCC1	0.8	3.2	1	1	0.8	-2.2	14.4	24.3	0.9	-8.3
CC(C)C(=O)Nc1c(C(=O)c2ccc(F)cc2)oc2ccccc12	1	-12.4	1.1	1	1	-3.3	15.0	0.9	0.8	1.6
N#C/C(=C\c1ccc(OCc2ccccc2)cc1)C(=O)Nc1nc2c(s1)CCN(Cc1ccccc1)C2	0.9	-7.7	1.1	1	0.9	2.0	8.4	-28.8	0.9	-3.1
CN(C)c1ccc(C2N(C(=O)N3CCOCC3)CCN2S(=O)(=O)c2ccccc2)cc1 (configuration not stated)	1	-10.2	1	1	1	-4.2	7.8	0.9	0.9	-4.3
CN1CCN(CCCCOc2ccccc2C=O)CC1	1.1	-3.0	1	1	1.1	-1.8	-29.6	6.0	1.3	-4.2
CC(C)(C)C(=O)c1no[n+]([O-])c1/C(=N/O)C(C)(C)C	1	-7.3	1	1	1	-2.7	2.0	5.6	1	-2.2
Cc1cc(C)cc(NC(=O)CSc2nnc(-c3ccc(S(=O)(=O)N4CCCC4)cc3)o2)c1	0.9	-11.0	1.1	1	1	-0.9	-0.1	-3.1	1	0.4
COc1ccc2cc3c(N)nn(C(=O)C4CCC(C(C)(C)C)CC4)c3nc2c1 (configuration not stated)	0.9	-1.4	1.1	1.1	0.9	-6.1	14.6	11.4	0.9	6.1
CN(C)S(=O)(=O)c1cccc(C(=O)NCC2CCCO2)c1 (configuration not stated)	0.8	-10.0	1	1.1	0.9	-5.1	14.0	11.4	0.9	0.5
CC(=O)c1c(C)[nH]c(C(=O)NC(C)c2ccccc2)c1C (configuration not stated)	1	-6.7	1	1	1	2.1	3.2	0.2	1	-4.5
COc1ccccc1OCCCn1cc(C#N)c2ccccc21	0.9	-10.0	1.1	1	1	-1.5	11.4	14.7	0.9	-1.6
COc1ccc(NS(=O)(=O)c2cc(NC(=O)c3ccc(=O)[nH]c3)ccc2N2CCOCC2)cc1	0.9	-6.7	1	1	0.9	-3.9	0.2	12.0	1	-8.3
Cc1noc2nc(-c3cccs3)cc(-c3nnc4n3CCCCC4)c12	1	-3.4	1.1	1.1	0.9	-7.2	17.7	6.2	0.8	.
O=C(CN1C(=O)NC2(CCCC2)C1=O)Nc1ccc(F)cc1	0.9	-5.2	1	1.1	0.9	-6.6	16.7	13.1	0.8	-1.1
CC1(C)NC(=O)N(CC(=O)Nc2nc(-c3ccc(F)cc3)cs2)C1=O	0.9	-5.9	1	1	1	-0.7	10.1	0.7	0.9	-0.1
O=C(CN1CCN(c2ccccc2O)CC1)Nc1ccc2c(c1)CCC2	0.8	-15.1	1.1	1	0.8	-2.9	26.4	3.1	0.7	-9.3
CC(=O)NC(Cc1c[nH]c2ccccc12)C(=O)N1CCc2ccccc2C1 (configuration not stated)	1	-10.0	1	1	1	-4.7	13.8	0.7	0.9	-0.8
CC(C)Oc1ccc(C2CCC(=O)NC2=O)cc1 (configuration not stated)	1	-13.0	1	1	0.9	-4.3	11.1	-4.3	0.9	0.2
Cc1ccc(NC(=O)CN(C)C(=O)CCOc2cccc(C)c2)cc1	0.9	-13.7	1	1.1	0.9	-5.2	15.9	0.3	0.8	-9.6
CCCC(C)n1[nH]c(=O)c2c(C)cc(C)nc21 (configuration not stated)	1	-10.4	1	1	1	-3.9	4.4	2.0	1	2.2
O=C(CCCn1c(=S)[nH]c2ccccc2c1=O)N1CCCCC1	1	-12.3	1	1	0.9	2.9	16.1	-11.1	0.8	2.2
O=C(O)CN1C(=O)Nc2ccc(Br)cc2C1c1ccccc1 (configuration not stated)	1	-11.1	1	1	1	-3.4	5.6	-0.6	0.9	-0.2
Cc1cc(C)c(S(C)(=O)=O)c(N(C)NC(=O)c2c(F)cccc2F)n1	1	-3.4	1.1	1	0.9	-1.4	4.3	5.6	1	-1.5
Clc1ccccc1-c1nnc2sc(-c3ccccn3)nn12	1	-1.2	1	1	1	0.8	19.9	2.1	0.8	-2.9

Assay outcomes: PubChem BioAssay, several laboratories
